High-throughput results (PubChem BioAssay)
IL1B NFkB pot: enhances IL-1B driven NFkB nuclear translocation. HUVEC IL-1B NFkB p65 nuclear translocation imaging. activation, % at 2 µM. 94,000 tested, 0.3% active;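 active means activation above 40%, about the mean plus 3 SD, also judged a hit on visual image review; inconclusive means activation above 40% but not a hit on visual review; inactive means activation not above 40% and no visual hit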;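 further: percent activation is computed from the nuclear over cytoplasmic p65 intensity ratio; values of inactives mirror those of a sister screen read the other way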
NFkB transloc inh: blocks IL-1B driven NFkB nuclear translocation in HUVEC cells; inhibition, % at 2 µM; HUVEC IL-1B NFkB p65 nuclear translocation imaging; 94,000 tested, 0.43% active;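 active means inhibition above about 30% together with a positive call from visual inspection of the well image, limit read from the data; inconclusive means inhibition above a set limit but visual check negative; inactive means inhibition not above a set limit, visual check negative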;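 further: nuclear over cytoplasmic p65 intensity ratio measured by imaging; 0% = IL-1B stimulated DMSO wells and 100% = unstimulated DMSO wells; values of inactives mirror those of a sister screen read the other way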
MRP resist rev: MRP-mediated drug resistance reversal; H69AR cells + 2 uM doxorubicin, CellTiter-Glo, 72 h; differential viability (reversal), % at 10 µM; 85,000 tested, 0.04% active; AID 602;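 active means viability drop by adding the cancer drug above about 55%, with treated viability meeting a 40% cutoff, limit read from the data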;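 further: viability without doxorubicin minus viability with 2 µM doxorubicin for each compound; larger differential means the compound sensitizes cells more to doxorubicin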
PLAP inhibitors HTS: PLAP enzyme inhibitors, biochemical, luminescence, HTS (AID 690). purified PLAP, luminescent substrate; higher % means a stronger effect. inhibition, % at 20 µM, or IC50 in µM where a hit was titrated. 96,000 tested, 0.08% active; in the data active means a potency from the dose series; inactive means the rest, 99 in 100 with inhibition below about 30%; further: strong numbers were not always called active
Bcl-B TR3 displacers: displacers of TR3 peptide from Bcl-B, primary screen, selectivity assay for Bfl-1 inhibitor project, biochemical, fluorescence polarization; displacement, % at 20 µM; hits with a dose series show IC50 in µM; FP displacement of FITC-TR3 peptide from Bcl-B; higher % means a stronger effect; 96,000 tested, 0.11% active;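 active means displacement above 50% at 20 µM plus a fluorescence interference ratio under 1.5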;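 further: plate controls were wells without compound for no effect and wells lacking Bcl-B protein for full effect; a part of the inactive calls stands beside numbers as strong as those of hits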
MRP resist rev cytotoxicity: recorded beside MRP resist rev, whose call it bears; viability, %; H69AR cells, CellTiter-Glo, 72 h; measured here: cytotoxicity without doxorubicin
MRP resist rev with doxorubicin: further read-out of MRP resist rev, marked with its call; viability, %; measured here: viability with 2 uM doxorubicin; hits give low values
NFkB transloc inh cell count 2 µM: second read-out of NFkB transloc inh, no call of its own (marks repeat the call); cell count; measured here: cells passing quality filter;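 raw number of nuclei counted in each imaged well without normalization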
IL1B NFkB pot cell count 2 µM: recorded beside IL1B NFkB pot, whose call it bears; cell count; measured here: cells passing quality filter
Active calls of the source: *; ? = inconclusive; . = no result given. A portion of the library, so the mix of outcomes need not match the whole.

SMILES	IL1B NFkB pot	IL1B NFkB pot cell count 2 µM	NFkB transloc inh	NFkB transloc inh cell count 2 µM	MRP resist rev	MRP resist rev cytotoxicity	MRP resist rev with doxorubicin	PLAP inhibitors HTS	Bcl-B TR3 displacers
Cc1ncc(N=Nc2ccc(F)cc2)c(-c2ccc(Cl)cc2)n1	-6	144	6	144	.	.	.	8%	-2%
CSc1nc(N(C)NC(=O)c2cccc(C)c2)c2ccccc2n1	-34	43	34*	43*	.	.	.	9%	-12%
COCC(=O)Nc1cc(C(=O)Nc2ccccc2C)ccc1Cl	-10	100	10	100	.	.	.	-9%	10%
c1ccc(C(c2ccccc2)N2CCN(c3ccc4ccccc4n3)CC2)cc1	18	139	-18	139	7	96	89	-3%	-4%
COC(=O)C1=C(C)N(CC(C)C)C(=O)/C1=C\c1cccs1	8	132	-8	132	17	91	74	14%	10%
Cc1cccc(-n2ncc3c(N4CCCc5ccccc54)ncnc32)c1	-3	159	3	159	-30	35	64	-39%	-3%
COC(=O)c1ccccc1NC(=O)CSc1nnc(CNS(=O)(=O)c2ccc(C)cc2)n1C	-8	183	8	183	11	95	85	-6%	-1%
Cc1ccc(SCc2nc(-c3cccnc3)no2)cc1	1	149	-1	149	-18	74	91	-25%	-5%
O=C(CCN1C(=O)c2ccccc2C1=O)NCc1ccco1	-3	109	3	109	1	98	97	12%	0%
CCn1c(SCC(=O)NC(=O)Nc2ccc3c(c2)OCCO3)nnc1-c1cccs1	13	187	-13	187	-12	88	99	18%	5%
COc1cccc(OC)c1C(=O)N1CC(C)OC(C)C1 (stereo not drawn)	0	145	0	145	-12	88	100	-23%	-10%
Cc1ccc(N(CC(=O)NC2CCCCC2)C(=O)c2ccc(C)s2)cc1	-2	121	2	121	.	.	.	-9%	-6%
Cc1cc(C)nc(NC(=NCc2ccc3c(c2)OCO3)NC(=O)Nc2ccccc2)n1	19	179	-19	179	-20	49	69	12%	-4%
COc1cccc2c1OC1(C)CC2NC(=O)N1c1cccc(C(=O)N2CCN(c3ccccn3)CC2)c1 (stereo not drawn)	10	58	-10	58	-1	96	96	-26%	-6%
COC(=O)c1cccc(-n2nnnc2SCC(=O)Nc2cc(C)on2)c1	-1	92	1	92	2	81	79	5%	-2%
CC(=Nc1ccc(C)cc1)c1sc2ccccc2c1O	5	158	-4	158	-3	80	83	-2%	-8%
CC1(C)CC(=O)C(Sc2nnc(-c3ccc(NS(C)(=O)=O)cc3)n2Cc2ccco2)C(=O)C1	-6	102	6	102	-18	96	114	5%	4%
O=C1CC(N2CCN(Cc3ccc4c(c3)OCO4)CC2)C(=O)N1CCc1ccccc1 (stereo not drawn)	.	.	.	.	8	89	81	-66%	-1%
NC(=O)CSc1nnc2n(-c3ccccc3)c(=O)c3c4c(sc3n12)CCCCC4	.	.	.	.	29	85	57	-41%	-2%
O=C(CCC1CCCC1)Nc1ccon1	0	150	0	150	-7	98	106	-7%	-2%
O=C(NCc1ccco1)c1ccccc1NS(=O)(=O)c1cccs1	0	170	0	170	8	89	81	-38%	-5%
CCCCC(=O)NC(c1ccc(OC)c(OC)c1)c1c(O)ccc2ccccc12 (stereo not drawn)	11	175	-11	175	.	.	.	-35%	14%
NC(=O)CSc1nnc(Cc2cccs2)n1C1CCCCC1	17	200	-17	200	23	108	85	11%	-1%
Cc1ccsc1C(=O)OCC(=O)NCC1CCCO1 (stereo not drawn)	.	.	.	.	6	105	99	6%	-2%
Cc1ccc(C)c(NC(=O)CSc2nnc([C@@H]3CCCN3C(=O)OC(C)(C)C)o2)c1	23	190	-23	190	18	97	80	-29%	-6%
CCN1CCN(C(=O)c2ccc3c(=O)n(CCC4=CCCCC4)c(=O)[nH]c3c2)CC1	11	126	-11	126	6	89	84	.	.
CC1CCCC(C)N1C(=O)Cn1c(SCC(=O)NCc2ccc3c(c2)OCO3)nc2ccccc21 (stereo not drawn)	-1	109	1	109	-15	50	65	-47%	6%
Cc1cc(C)n(CC(O)COc2ccc(OCC(O)Cn3nc(C)cc3C)cc2)n1 (stereo not drawn)	-11	115	11	115	5	77	72	.	.
COc1ccccc1CNC(=O)c1cnc2sccn2c1=O	.	.	.	.	6	90	85	-1%	-3%
CCN(c1ccccc1)S(=O)(=O)c1ccc2[nH]cc(C(=O)NCCOC)c(=O)c2c1	26	163	-26	163	2	80	78	-41%	0%
O=C(Nc1cccc(Cl)c1)c1ccc(-n2cncn2)c([N+](=O)[O-])c1	5	100	-5	100	.	.	.	24%	7%
CCOC(=O)c1nnn(-c2nc(N3CCCC3)nc(N3CCCC3)n2)c1-c1ccccc1	15	161	-15	161	-16	60	76	-5%	10%
CCCc1cc(=O)n2[nH]c(NCc3ccccc3F)nc2n1	5	110	-5	110	-5	84	89	6%	-6%
Cc1ccc(S(=O)(=O)Cc2nc3ccccc3c(=O)[nH]2)cc1	0	148	0	148	.	.	.	7%	-3%
CCCN1C(=O)c2ccc(C(=O)NCc3ccco3)cc2C1=O	.	.	.	.	-4	88	92	-23%	-4%
CCN(CCNC(=O)CC1Oc2ccccc2NC1=O)c1ccccc1 (stereo not drawn)	-11	147	11	147	20	93	72	-1%	2%
C=CCN(C#N)c1nc(OC)nc(N2CCCC2)n1	4	164	-4	164	3	93	89	-12%	23%
Cc1occc1C(=O)NN=C1C2CC3CC(C2)CC1C3	-3	107	3	107	-1	100	102	.	.
CCn1c(SCC(=O)N2CCCCC2)nc(O)cc1=O	-10	119	10	119	10	91	82	-6%	4%
Cc1ccc(C)c(N2CCN(C(=O)C3CCN(c4nc(C)cc(C)n4)CC3)CC2)c1	-4	194	4	194	-6	92	98	-65%	-3%
Cc1cc(C)n(-c2cc(Oc3ccccc3)ncn2)n1	44*	184*	-44	184	4	100	96	-18%	0%
O=C(CC(=O)c1ccccc1)Nc1ccc2c(c1)OCCO2	-4	195	4	195	1	93	92	-16%	-7%
Cc1cc(C)n(-c2nc3c(c(=O)[nH]c(=O)n3C)n2Cc2ccccc2)n1	-7	94	7	94	11	101	90	-4%	7%
O=C(CSc1nnc(-c2ccncc2)n1Cc1ccco1)N1c2ccccc2Sc2ccc(Cl)cc21	0	87	0	87	12	90	78	.	.
COC(=O)CSc1nnc(-c2ccco2)n1Cc1ccco1	1	126	-1	126	14	88	74	-11%	1%

Complete entries from above. Order of values: IL1B NFkB pot | IL1B NFkB pot cell count 2 µM | NFkB transloc inh | NFkB transloc inh cell count 2 µM | MRP resist rev | MRP resist rev cytotoxicity | MRP resist rev with doxorubicin | PLAP inhibitors HTS | Bcl-B TR3 displacers
`Cc1ccc(C)c(N2CCN(C(=O)C3CCN(c4nc(C)cc(C)n4)CC3)CC2)c1` across the screens: -4 | 194 | 4 | 194 | -6 | 92 | 98 | -65% | -3%
`O=C(CC(=O)c1ccccc1)Nc1ccc2c(c1)OCCO2` across the screens: -4 | 195 | 4 | 195 | 1 | 93 | 92 | -16% | -7%
`CCOC(=O)c1nnn(-c2nc(N3CCCC3)nc(N3CCCC3)n2)c1-c1ccccc1` across the screens: 15 | 161 | -15 | 161 | -16 | 60 | 76 | -5% | 10%
`CCn1c(SCC(=O)N2CCCCC2)nc(O)cc1=O` across the screens: -10 | 119 | 10 | 119 | 10 | 91 | 82 | -6% | 4%
`C=CCN(C#N)c1nc(OC)nc(N2CCCC2)n1` across the screens: 4 | 164 | -4 | 164 | 3 | 93 | 89 | -12% | 23%

Further structures
SMILES	IL1B NFkB pot	IL1B NFkB pot cell count 2 µM	NFkB transloc inh	NFkB transloc inh cell count 2 µM	MRP resist rev	MRP resist rev cytotoxicity	MRP resist rev with doxorubicin	PLAP inhibitors HTS	Bcl-B TR3 displacers
Cc1cccc(N(CC(=O)NC2CCCC2)C(=O)CS(=O)CC(=O)Nc2ccc3c(c2)OCO3)c1 (stereo not drawn)	.	.	.	.	11	99	88	-64%	2%
COC(=O)CN1CCN(C(c2ccccc2)c2ccccc2)CC1	11	113	-11	113	3	98	95	-34%	-4%
CN1CCN(c2cc(-c3ccccc3)nc3cc(-c4ccc(F)cc4)nn23)CC1	12	168	-12	168	.	.	.	-80%	-2%
CC1Cc2ccccc2N1C(=O)CSc1nnc(-c2ccc(S(=O)(=O)N3CCCCC3)cc2)o1 (stereo not drawn)	.	.	.	.	-2	29	31	11%	-4%
CCN1C(=O)/C(=C/c2ccc(C)s2)NC1=S	-5	150	4	150	-76	4	80	22%	-15%
COc1ccc(C2c3c(oc4ccccc4c3=O)C(=O)N2c2ccc(C)cn2)cc1OC (stereo not drawn)	39	38	-39	38	-12	53	64	-16%	-1%
Cc1nc2ccc(C(=O)N3CCN(c4ccccc4)CC3)cc2s1	5	120	-5	120	2	92	89	.	.
O=C(CSc1nnnn1-c1ccc(O)cc1)Nc1ccc(N2CCOCC2)c(Cl)c1	3	160	-3	160	-30	46	76	-24%	7%
O=C(O)c1nn(-c2ccc(Cl)cc2)ccc1=O	12	143	-12	143	-6	95	102	-17%	4%
CC(=O)c1cccc(NC(=O)CN(c2ccccc2)S(C)(=O)=O)c1	.	.	.	.	6	95	89	18%	0%
CC(OC(=O)c1cc2sccc2n1C)C(=O)NCCc1ccccc1 (stereo not drawn)	3	153	-3	153	8	101	92	-23%	2%
COc1ccc(CCNC2=NCCS2)cc1	.	.	.	.	7	93	86	6%	-1%
COc1ccc2c(c1)[nH]c1c(=O)n(CCCN3CCOCC3)cnc12	7	198	-7	198	0	77	77	11%	6%
Cc1ccc(NC(=O)c2cc(N3C(=O)C4CC=CCC4C3=O)ccc2N2CCOCC2)cc1Cl (stereo not drawn)	?	.	-57	66	-7	72	79	-8%	22%
CCOC(=O)C(=O)Nc1ccc(F)cc1	2	180	-2	180	-16	86	102	-18%	-7%
CCN(CC)S(=O)(=O)c1ccc(C)c(C)c1	-11	132	11	132	-12	82	95	-22%	-2%
COc1cccc(C2=NOC(C(=O)NCc3ccco3)C2)c1 (stereo not drawn)	.	.	.	.	-25	36	61	-20%	7%
CCCCCC(/C=N/Nc1ccc(S(=O)(=O)N2CCOCC2)cc1[N+](=O)[O-])=C\c1ccccc1	21	154	-20	154	.	.	.	41%	-31%
Cc1cc(C)n(Cc2n[nH]c(=S)n2Cc2ccccc2)n1	-2	111	2	111	6	87	81	-2%	-6%
O=C(C1CCN(S(=O)(=O)N2CCC3(CC2)OCCO3)CC1)N1CCc2ccccc2C1	-14	143	14	143	8	91	83	-62%	17%
CN(c1ccc(C(=O)Nc2ccccc2C(=O)N2CCCC2)cc1)S(C)(=O)=O	0	28	0	28	0	87	87	-17%	-10%
CCOC(=O)N1CCN(CC(O)COc2ccccc2C(C)C)CC1 (stereo not drawn)	-3	115	4	115	11	82	70	-44%	-4%
COc1ccccc1C(=O)NCC(=O)Nc1ccccc1	2	162	-2	162	8	93	86	7%	-6%
Cc1cccc(C)c1NC(=O)COc1cccc(/C=N/NC(=O)C(=O)NCc2ccccc2)c1	-2	130	2	130	.	.	.	5%	-32%
CC1(C)Cc2c(C#N)c(SCCOc3ccccc3)nc(N3CCOCC3)c2CO1	-17	75	17	75	11	32	21	9%	-13%
CCCSc1nc2c(cnn2-c2ccc(C)c(C)c2)c(=O)[nH]1	-1	184	1	184	5	89	83	-41%	-7%
COc1cccc(C2/C(=C(\O)c3c(C)nc4c(C)cccn34)C(=O)C(=O)N2CCCN(C)C)c1 (stereo not drawn)	.	.	.	.	-5	88	94	-36%	0%
CNc1nc(Sc2cccc(C(F)(F)F)c2)cc(C(F)(F)F)n1	14	191	-14	191	.	.	.	-6%	-6%
Cc1nc2cccc(C(=O)NCc3ccccc3)c2o1	1	100	-1	100	.	.	.	-1%	-2%
C=CCn1c(SCC(=O)NCc2ccco2)nc2sc3c(c2c1=O)CCC3	3	190	-3	190	1	82	81	-20%	7%
CC(=O)Nc1ccc(N2CCCCC2)cc1	6	61	-6	61	2	92	90	-4%	5%
Cc1ccc(-c2nnc(SCC(=O)N3CCCc4ccccc43)n2N)cc1	-1	186	1	186	5	96	91	8%	-10%
CC1CCCC(C)N1C(=O)Nc1cccc(Cl)c1 (stereo not drawn)	-6	184	6	184	11	108	96	14%	-10%
COc1ccc(C2C=C(c3ccc(Br)s3)Nc3ncnn32)cc1OC (stereo not drawn)	.	.	.	.	.	.	.	-23%	72%
